Bioassay records as filed in PubChem.
Tn7 DDE FP: inhibitors of Tn7 peptide binding to human fibrin DD(E). P02675. FP displacement of FITC-Tn7 peptide from fibrin DD(E); 0% = median of compound wells per plate. inhibition, % at 8.3 µM. actives 0.13% (n = 370,000). AID 720508;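 active = inhibition above the mean of compounds falling within the control limits plus 3 SD of them, cut at about 14% in these data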;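 also: 0% = plate median of compound wells and 100% = 10 µM Aha-Tn7 peptide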
Target sequence (P02675 whole entry, looked up): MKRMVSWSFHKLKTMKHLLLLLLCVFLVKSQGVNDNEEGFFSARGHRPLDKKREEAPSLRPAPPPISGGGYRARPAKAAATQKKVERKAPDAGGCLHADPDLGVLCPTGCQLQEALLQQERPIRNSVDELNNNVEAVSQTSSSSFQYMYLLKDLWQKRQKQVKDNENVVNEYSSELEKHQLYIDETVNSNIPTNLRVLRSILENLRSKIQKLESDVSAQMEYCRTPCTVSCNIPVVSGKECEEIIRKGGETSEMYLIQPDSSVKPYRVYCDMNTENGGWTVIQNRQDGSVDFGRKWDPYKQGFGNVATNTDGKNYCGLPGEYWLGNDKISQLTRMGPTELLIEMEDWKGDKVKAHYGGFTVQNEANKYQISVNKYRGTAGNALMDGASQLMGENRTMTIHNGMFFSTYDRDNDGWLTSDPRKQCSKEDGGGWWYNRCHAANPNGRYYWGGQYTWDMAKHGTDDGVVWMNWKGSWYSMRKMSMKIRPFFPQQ
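Assay system: human fibrin DD(E) protein / Input: 2 µM fibrin DD(E) / Benchmarks: high control of 10 µM Aha-Tn7 peptide / Measured by: fluorescence polarization of the labelled Tn7 tracer / Medium: Tris buffer with calcium and detergent, pH 7.8 / Timing: 10 min compound pre-incubation, 3 h probe incubation at room temperature / Repeats: one replicate per compound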
TDP2 absorb: TDP2 (human) inhibition, absorbance primary screen; O95551; recombinant TDP2, T5PNP hydrolysis, p-nitrophenol absorbance 415 nm; inhibition, % at 12.8 µM; actives 0.34% (n = 370,000); AID 720702;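 active = inhibition above the mean of all tested compounds plus 3 SD, set per campaign, cut at about 25% in these data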;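 also: 0% = DMSO with enzyme and 100% = buffer with substrate but no TDP2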
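System – recombinant human TDP2 · Quantity – TDP2 enzyme at 120 nM final · Doses – single concentration, 12.8 µM nominal, with 1% DMSO · Incubation – 2 h at 37 °C · Measured by – epi absorbance of p-nitrophenol freed from T5PNP by hydrolysis · Read-out – % inhibition relative to enzyme-containing and enzyme-free wells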
ARFGAP1 inh: inhibits rat ARF GTPase activating protein 1. Arfgap1-stimulated ARF1 GTP hydrolysis, GDP FP detection. inhibition, % at 16.5 µM. actives 0.26% (n = 360,000). AID 651572;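 active = inhibition above a per-plate limit, mean inhibition of low control wells plus 3 SD, cut at about 25% in these data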;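 also: 0% = DMSO wells with enzyme and 100% = wells lacking Arfgap1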
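Material: rat Arfgap1 catalytic domain, aa 1-136; also added: human ARF1(Δ1-17)-GTP substrate; compound dosing: one concentration, 16.5 µM, DMSO 1.26%; incubation: GTP hydrolysis reaction 2 h at 25 °C; measured by: Tracer-displacement fluorescence polarization with EDTA stop, 620/688 nm; evaluation: % inhibition from polarization; repeats: one replicate per compound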
LEDGF integ inh: blocks HIV-1 LEDGF/p75-dependent DNA integration | TR-FRET IN-LEDGF/p75 DNA integration, Eu/Cy5 | inhibition, % at 3.7 µM | actives 0.64% (n = 370,000) | AID 743269;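 active = inhibition above the screen-wide mean plus 3 SD, cut at about 13% in these data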;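 also: signal is the Cy5 over europium emission ratio at 671 and 618 nm; 0% = plate median of compound wells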
DDE Tn6 FP inh: DD(E)-Tn6 binding inhibition, primary FP screen | P02675 | Fibrin DD(E) TRITC-Tn6 fluorescence polarization displacement | inhibition, % at 8.3 µM | actives 0.21% (n = 370,000) | AID 720509;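 active = inhibition above a per-campaign cutoff: mean of compounds within control limits plus 3 SD, cut at about 15% in these data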;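 also: 0% = median of all compound wells on the plate and 100% = blocking peptide control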
ASAP1 GAP inh: inhibitors of human ASAP1 ArfGAP activity; Q9ULH1; ASAP1-stimulated ARF1 GTP hydrolysis, GDP FP detection; inhibition, % at 16.5 µM; actives 0.19% (n = 360,000); in the data active = inhibition above about 25%;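 also: 0% = vehicle with enzyme and substrate and 100% = no enzyme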
Target sequence (Q9ULH1 325-724 limits assumed): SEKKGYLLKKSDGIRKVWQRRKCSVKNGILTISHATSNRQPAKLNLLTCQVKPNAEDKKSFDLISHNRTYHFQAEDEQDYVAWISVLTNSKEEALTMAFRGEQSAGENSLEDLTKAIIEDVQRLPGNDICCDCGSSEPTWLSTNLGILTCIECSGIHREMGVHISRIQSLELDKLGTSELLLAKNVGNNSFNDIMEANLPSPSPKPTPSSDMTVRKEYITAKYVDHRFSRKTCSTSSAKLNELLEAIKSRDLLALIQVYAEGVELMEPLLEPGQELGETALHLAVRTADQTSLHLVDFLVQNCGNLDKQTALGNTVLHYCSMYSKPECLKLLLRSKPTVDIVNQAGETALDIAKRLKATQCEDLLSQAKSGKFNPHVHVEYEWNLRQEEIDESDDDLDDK
proKLK7 act: activators of human kallikrein-7 zymogen. actives 0.9% (n = 370,000). activation, % at 7 µM. purified proKLK7, EDANS-DABCYL substrate fluorescence; 100% is mature enzyme control, 0% vehicle. P49862. AID 652039;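 active = activation above the mean of all tested compounds plus 3 SD, computed per campaign excluding outliers beyond control limits, cut at about 13% in these data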
ADAM17 inh: ADAM17 inhibition, QFRET primary screen; P78536; recombinant ADAM17, EDANS/DABCYL FRET peptide cleavage; inhibition, % at 6.95 µM; actives 0.83% (n = 370,000); AID 720648;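 active = inhibition above the mean of compounds lying between control limits plus 3 SD, set per campaign, cut at about 8.5% in these data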;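 also: 0% = DMSO-only wells as the low control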
ADAM10 inh: ADAM10 inhibition, QFRET primary screen. inhibition, % at 7 µM. O14672. actives 0.62% (n = 370,000). recombinant ADAM10, EDANS/DABCYL FRET peptide cleavage, 3 h;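 active = inhibition above a per-campaign cutoff equal to the mean of compounds falling between control-based bounds plus 3 SD, cut at about 20% in these data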;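 also: 0% = DMSO wells while the 100% control is not disclosed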
PLC-gamma1 inh: inhibitors of human phospholipase C gamma1. P19174. inhibition, % at 12.2 µM. purified PLC-gamma1, fluorogenic substrate, fluorescence. AID 720700. actives 0.84% (n = 370,000); in the data active = inhibition above about 9.5%
An asterisk follows results filed as active; i = inactive; . = no result given.

The line under a structure holds: Tn7 DDE FP, TDP2 absorb, ARFGAP1 inh, LEDGF integ inh, DDE Tn6 FP inh, ASAP1 GAP inh, proKLK7 act, ADAM17 inh, ADAM10 inh, PLC-gamma1 inh
CCCn1c(SC(C(=O)Nc2cc(C)ccc2OC)c2ccccc2)nc2ccccc2c1=O (centres undefined)
→ 4, 0, 7, 0, -1, 4, -0.2, -1, 2, -2
Cc1cccc(OCCC(=O)Nc2nnc(C)s2)c1
→ 0, 1, 3, -5, 9, 5, 0.1, -4, 4, -1
Cc1ccccc1CN1C(=O)c2ccccc2Sc2ccc(C(=O)NCCCN3CCOCC3)cc21
→ -2, 0, -14, 2, -1, 6, -0.2, 2, 7, 5
O=C(O)CCCc1nc(-c2ccccc2)no1
→ 3, 4, -8, -3, 1, -7, -0.4, -2, 4, -1
Cn1c(=O)n(-c2ccccc2)c(=O)c2c3c(sc21)COC(C)(C)C3
→ -1, 6, -3, 1, 2, 0, 0.2, -2, 11, 3
CC(=O)N1CCN(C(=O)c2cc(S(=O)(=O)N3CCN(c4ccccc4)CC3)ccc2Cl)CC1
→ 3, -10, -5, -1, 0, -8, -0.1, -1, 3, 4
CC(C)OCCCNC(=O)CN1C(=O)COc2ccc(S(=O)(=O)N3CCCCCC3)cc21
→ -2, -7, -8, -4, 5, -9, 0.1, -1, -11, 2
O=C(c1ccc(Cl)c(S(=O)(=O)N2CCCC2)c1)N1CCN(c2ccccn2)CC1
→ -3, -2, 4, 0, -6, -2, 0.0, -3, 8, 3
COc1ccccc1/C=N\Nc1cc(C)nc(-n2nc(C)cc2C)n1
→ -4, -20, 3, 7, -2, 10, -7.5, 7, 13, 6
CC(=O)Nc1cccc(-c2ccnc3c2CC(C)(C(=O)Nc2cccc(OC(F)(F)F)c2)O3)c1 (centres undefined)
→ -3, -15, 18, 2, 7, 5, 0.5, 6, 8, 2
Cc1ccc[n+](CC(=O)c2ccc(-c3ccccc3)cc2)c1
→ 1, -5, -1, -3, -7, -7, 0.3, -5, -25, -8
Cc1cccc(-n2ccnc2CN2CCN(C(C)C)C(CCO)C2)c1 (centres undefined)
→ 0, 8, -23, 0, -5, 4, -0.1, -4, -8, 2
CCCCSc1nc2c(c(=O)[nH]c(=O)n2C)n1CCc1ccccc1
→ 10, 11, 1, 1, 1, -6, -0.1, 1, 1, 4
Cc1nn(CC(=O)NC2CCC(C)CC2)c(=O)c(C#N)c1C (centres undefined)
→ -1, -9, -2, -3, -1, 1, -0.2, -6, -18, -1
O=C(CN1C(=O)NC2(CCCC2)C1=O)NNC(=O)c1ccc(F)cc1
→ -7, -5, 8, -1, 2, 5, -0.7, 0, -3, -4
Cc1ccsc1C(=O)OCC(=O)NC1CCS(=O)(=O)C1 (centres undefined)
→ -4, 3, 12, 3, 0, 6, 0.1, -3, -4, 2
O=C(COc1ccc(/C=N/NS(=O)(=O)c2ccccc2)cc1)Nc1cccc(Cl)c1
→ 2, 0, -2, -5, -3, -2, 0.3, 3, 10, 1
CN(CCCn1cnc2c(OCc3ccccc3)ncnc21)Cc1ccco1
→ 0, 5, 11, 6, 1, -3, 0.5, -2, -3, 0
Cn1c(=O)c2[nH]c(CCCC(=O)O)nc2n(Cc2ccccc2)c1=S
→ -2, 1, 3, 0, -3, 2, 0.3, -2, -2, 0
O=Cc1c(Sc2ccccn2)nc2ccccn2c1=O
→ 4, 7, 1, -1, 8, 5, 0.8, -4, 1, -2
COc1ccc(CCC(=O)OCC(=O)Nc2c(C)nn(-c3ccccc3)c2C)cc1
→ 0, 0, 4, 1, -3, 11, 0.6, 1, 5, 2
O=C(CC1COc2ccccc2O1)Nc1ccccn1 (centres undefined)
→ -5, 6, -4, -1, 2, 0, 0.6, -2, 0, -1
CC(C)CC(C(=O)Oc1ccc2c3c(c(=O)oc2c1)CCC3)N1C(=O)c2ccccc2C1=O (centres undefined)
→ 1, -1, -12, -3, 8, -3, -1.3, -175, i, -79
CCc1nc(SCC(=O)Nc2ccccc2OC)n[nH]1
→ -2, 3, -4, 2, 0, 3, 0.1, -7, -8, -1
O=C(Nc1nnc(CCc2ccccc2)s1)c1cccc(F)c1
→ 1, -5, 12, -2, -3, 1, 0.3, -3, -8, 1
COc1ccc2oc(C)c(C(=O)NN)c2c1
→ 2, 11, -6, -5, -2, 4, -0.7, -2, -1, -2
CCN1C(=O)/C(=C/c2cn(-c3ccccc3)nc2-c2cccnc2)SC1=S
→ 4, -2, -4, -4, -1, 2, 0.2, -6, -16, 5
CCc1nc2ccc(C(=O)NCCOc3ccc(OC)cc3)cn2c1N(CC)CCN(C)C
→ 8, 9, -5, 1, 13, 10, 0.3, 1, 5, 2
CCCc1nc2ccccc2[nH]1
→ 3, 8, -13, -3, 5, -6, -1.3, -2, -2, -4
Nc1nc(NCCCN2CCOCC2)nc(Nc2cccc(F)c2)c1[N+](=O)[O-]
→ -6, -5, 0, 3, -4, -3, 0.5, 4, -1, 4

A second format for 7 compounds above.
Tn7 DDE FP	TDP2 absorb	ARFGAP1 inh	LEDGF integ inh	DDE Tn6 FP inh	ASAP1 GAP inh	proKLK7 act	ADAM17 inh	ADAM10 inh	PLC-gamma1 inh	SMILES
4	0	7	0	-1	4	-0.2	-1	2	-2	CCCn1c(SC(C(=O)Nc2cc(C)ccc2OC)c2ccccc2)nc2ccccc2c1=O (centres undefined)
0	1	3	-5	9	5	0.1	-4	4	-1	Cc1cccc(OCCC(=O)Nc2nnc(C)s2)c1
-2	0	-14	2	-1	6	-0.2	2	7	5	Cc1ccccc1CN1C(=O)c2ccccc2Sc2ccc(C(=O)NCCCN3CCOCC3)cc21
3	4	-8	-3	1	-7	-0.4	-2	4	-1	O=C(O)CCCc1nc(-c2ccccc2)no1
-1	6	-3	1	2	0	0.2	-2	11	3	Cn1c(=O)n(-c2ccccc2)c(=O)c2c3c(sc21)COC(C)(C)C3
3	-10	-5	-1	0	-8	-0.1	-1	3	4	CC(=O)N1CCN(C(=O)c2cc(S(=O)(=O)N3CCN(c4ccccc4)CC3)ccc2Cl)CC1
-2	-7	-8	-4	5	-9	0.1	-1	-11	2	CC(C)OCCCNC(=O)CN1C(=O)COc2ccc(S(=O)(=O)N3CCCCCC3)cc21

Continuation.
The line under a structure holds: Tn7 DDE FP, TDP2 absorb, ARFGAP1 inh, LEDGF integ inh, DDE Tn6 FP inh, ASAP1 GAP inh, proKLK7 act, ADAM17 inh, ADAM10 inh, PLC-gamma1 inh
O=C(CCc1nnc2n(Cc3ccc(F)cc3)c(=O)c3ccccc3n12)N1CCN(c2ccccn2)CC1
→ 2, -1, 2, -6, 1, -1, 0.7, 0, -6, 2
COc1ccccc1N(CC(=O)NCc1cccnc1)S(C)(=O)=O
→ -5, 1, 6, 2, -1, 5, -0.3, 0, 5, 6
CN(Cc1ccccc1O)CC1CCCN(CCc2ccc(Cl)cc2)C1 (centres undefined)
→ -4, -3, -5, -3, -4, 1, -0.5, -4, -4, 3
CCC1(C)Cc2ccccc2-c2[nH]c(=S)[nH]c(=O)c21 (centres undefined)
→ -1, 3, 7, -1, 3, 6, -0.1, -3, 1, -5
O=c1c2c3c(sc2nc2sc(CN4CCOCC4)cn12)CCCC3
→ 1, -2, 5, -1, 2, -9, -0.1, 2, 0, 6
COc1ccccc1N1CCCSC1=Nc1ccccc1
→ -3, 0, 10, 0, 6, -2, -0.7, -2, -3, -3
COc1ccccc1/C=C/C(=C1/C(=O)N(c2ccccc2)N=C1C)c1ccc(C)cc1
→ -6, -11, -4, 3, -9, 5, 0.3, 1, 7, 3
Fc1cc(Cl)ccc1Nc1nc(NCc2ccccc2)nc2ccsc12
→ 2, -4, 10, 3, -1, 2, -0.6, -10, -35, -6
O=c1c2ccccc2c(-c2n[nH]c(=S)o2)nn1Cc1ccccc1
→ -2, 2, -6, 2, -8, -6, 0.6, 2, 5, -58
O=C1[C@H](Cc2ccccc2)NCCCC[C@H](c2ccc(Cl)cc2)N1Cc1ccc(Cl)cc1
→ -4, 8, -3, 1, -1, 7, 0.4, -1, 2, 1
O=C1NC(c2cccs2)C(C(=O)c2ccccc2)C(O)(C(F)(F)F)N1 (centres undefined)
→ 2, -9, 8, -1, -8, -4, 0.1, 0, -2, 1
N=c1c2c(ccn1Cc1ccccc1)Oc1ccc3ccccc3c1C2c1ccccc1 (centres undefined)
→ 3, -2, ., -4, 0, ., ., 7, 18, 0
CCOc1ccc(N2C(=O)CC(N3CCN(c4ccc([N+](=O)[O-])cc4)CC3)C2=O)cc1 (centres undefined)
→ 0, -8, 10, -1, -7, -2, 0.1, -6, -12, 3
Cc1nc2c(-c3ccc(Cl)cc3)c(C)[nH]n2c(=O)c1Cc1ccccc1
→ -1, -1, 11, 6, -5, -5, -6.5, -10, -39, -47
COc1ccccc1-n1c(-c2cc(-c3ccco3)[nH]n2)n[nH]c1=S
→ 5, -12, 12, 5, -10, -12, -0.4, 1, 1, -5
Cc1cc(C)cc(OCC(=O)NC2=NCCS2)c1
→ -3, 4, -7, 4, 2, -7, 0.3, -6, -13, -1
O=C(COC(=O)c1ccc2ncsc2c1)Nc1ccc(Cl)cc1
→ 11, 5, 2, -1, -2, 10, 0.3, -4, -2, -2
